# M5 antag: human M5 muscarinic receptor antagonists, primary screen, CHO cells, Fluo-8 calcium fluorescence; CHO-hM5 cells, ACh EC80; inhibition, % at 3 µM; 0.59% of 360,000 active; AID 624040, 2012;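 active means inhibition above a per-plate cutoff, the mean of that plate's test compounds plus 3 SD, cut at about 27% in these data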;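 further: 0% = acetylcholine EC80 with DMSO and 100% = DMSO without agonist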
# Target sequence (P08912 whole entry, looked up): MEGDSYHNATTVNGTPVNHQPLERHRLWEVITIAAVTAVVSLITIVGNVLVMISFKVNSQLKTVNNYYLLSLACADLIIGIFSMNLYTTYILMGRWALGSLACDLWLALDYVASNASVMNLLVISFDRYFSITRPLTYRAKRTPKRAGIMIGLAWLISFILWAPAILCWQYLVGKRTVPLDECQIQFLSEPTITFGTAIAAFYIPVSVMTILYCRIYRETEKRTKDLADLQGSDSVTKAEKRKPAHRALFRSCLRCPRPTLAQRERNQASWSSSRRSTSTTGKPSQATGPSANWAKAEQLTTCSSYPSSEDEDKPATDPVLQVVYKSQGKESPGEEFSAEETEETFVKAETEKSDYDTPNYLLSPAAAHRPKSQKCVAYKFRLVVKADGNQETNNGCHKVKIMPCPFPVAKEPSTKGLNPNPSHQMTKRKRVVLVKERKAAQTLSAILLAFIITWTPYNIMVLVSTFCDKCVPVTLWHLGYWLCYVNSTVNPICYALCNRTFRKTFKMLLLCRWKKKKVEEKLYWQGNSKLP
# CRFR2-BP antag: antagonists of CRF-BP/CRF-R2 complex, primary screen, cell-based, HEK293, calcium dye fluorescence, uHTS | CRF-induced calcium fluorescence | inhibition, % at 11.8 µM | 0.59% of 350,000 active;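 active means inhibition of the ligand-induced calcium signal above about 50% at the single tested concentration, limit read from the data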
# M5 PAM: human M5 muscarinic receptor positive allosteric modulators, primary screen, CHO-K1 cells, Fluo-8 calcium fluorescence. Muscarinic acetylcholine receptor M5 (Homo sapiens), P08912. CHO-K1 hM5, ACh EC20 PAM; 0% = ACh EC20, 100% = ACh EC100. activation, % at 3 µM. 0.3% of 360,000 active. AID 624038, 2012;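 active means activation above the run cutoff, the mean activation of all test compounds plus 3 SD, cut at about 18% in these data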
#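 Measured by: Fluo-8 calcium fluorescence; material: human M5 receptor in CHO-K1 cells; schedule: Post-acetylcholine fluorescence recording 140 s; benchmarks: low control EC20 acetylcholine (0%), high control EC100 acetylcholine (100%); read-out: Max/basal fluorescence ratio as % of EC20–EC100 ACh window; compound: single dose, 3 µM nominal final test concentration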
# CHRM5 agonist: human M5 muscarinic receptor agonists, primary screen, CHO-K1 cells, Fluo-8 calcium fluorescence; Muscarinic acetylcholine receptor M5 (Homo sapiens), P08912; CHO-K1 hM5 cells; 0% DMSO wells, 100% maximal acetylcholine response; 0.19% of 360,000 active; activation, % at 3 µM;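 active means activation above the run's mean over test compounds plus 3 SD, cut at about 23% in these data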;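 further: signal is peak over basal fluorescence ratio across the kinetic read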
# CHRM4 antagonist: human M4 muscarinic receptor antagonists, primary screen, CHO cells, Fluo-8 calcium fluorescence. Muscarinic acetylcholine receptor M4 (Homo sapiens), P08173. CHO-hM4 cells, ACh EC80. inhibition, % at 3 µM. 0.73% of 360,000 active;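 active means inhibition above its plate's cutoff, the mean inhibition of sample wells plus 3 SD, cut at about 27% in these data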;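 further: 0% = acetylcholine EC80 with DMSO and 100% = DMSO without agonist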
# M1 PAM: human M1 muscarinic receptor positive allosteric modulators, primary screen, CHO-K1 cells, Fluo-8 calcium fluorescence, 1536-well. CHO-K1 hM1, ACh EC20; 0% = ACh EC20, 100% = maximal ACh. Muscarinic acetylcholine receptor M1 (Homo sapiens), P11229. AID 588819, 2011. 0.088% of 360,000 active. activation, % at 3 µM; in the data active means activation above about 19%, passing the limit was not always enough
# Target sequence (P11229 whole entry, looked up): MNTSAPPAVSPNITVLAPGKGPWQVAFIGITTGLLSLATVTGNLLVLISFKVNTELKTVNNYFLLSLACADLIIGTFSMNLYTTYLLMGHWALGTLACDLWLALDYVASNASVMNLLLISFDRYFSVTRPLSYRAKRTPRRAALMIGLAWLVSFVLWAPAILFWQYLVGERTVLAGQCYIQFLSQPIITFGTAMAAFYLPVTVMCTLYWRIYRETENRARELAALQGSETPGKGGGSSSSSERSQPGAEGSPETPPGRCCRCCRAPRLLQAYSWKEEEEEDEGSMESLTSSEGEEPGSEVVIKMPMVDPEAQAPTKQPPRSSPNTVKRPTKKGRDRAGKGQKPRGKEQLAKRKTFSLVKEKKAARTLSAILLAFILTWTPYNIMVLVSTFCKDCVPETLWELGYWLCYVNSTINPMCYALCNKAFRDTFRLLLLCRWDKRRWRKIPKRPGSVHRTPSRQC
# M4 PAM: human M4 muscarinic receptor positive allosteric modulators, primary screen, CHO-K1 cells, Fluo-8 calcium fluorescence | Muscarinic acetylcholine receptor M4 (Homo sapiens), P08173 | activation, % at 3 µM | 0.4% of 360,000 active | CHO-K1 hM4/Gqi5, ACh EC20; 0% = ACh EC20, 100% = maximal ACh;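 active means activation above its plate's cutoff, the mean activation of sample wells plus 3 SD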; further: some results filed as inactive read as strong as hits
# M4 ag: human M4 muscarinic receptor agonists, primary screen, CHO-K1 cells, Fluo-8 calcium fluorescence. Muscarinic acetylcholine receptor M4 (Homo sapiens), P08173. CHO-K1 hM4/Gqi5; vehicle 0%, full acetylcholine response 100%. activation, % at 3 µM. 0.14% of 360,000 active. AID 624127, 2012;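 active means activation above the run mean over all test wells plus 3 SD, cut at about 32% in these data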;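 further: peak over basal fluorescence ratio per well then scaled between controls; 0% = DMSO wells and 100% = acetylcholine at EC100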
# CRFR2-BP ag: agonists of CRF-BP/CRF-R2 complex, primary screen, cell-based, HEK293, calcium dye fluorescence, uHTS; calcium dye fluorescence (FLIPR); percent of saturating CRF peptide response; activation, % at 13.2 µM; CRF-binding protein / CRF receptor 2 complex (human); 0.46% of 350,000 active; AID 588473, 2011;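 active means activation of at least 50%, plus an integration ratio under a set limit after plate pattern correction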;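 further: plate controls were neutral control wells without compound for no effect and CRF at EC100 for full effect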
# An asterisk follows results filed as active; / = no result given.
SMILES,M5 antag,CRFR2-BP antag,M5 PAM,CHRM5 agonist,CHRM4 antagonist,M1 PAM,M4 PAM,M4 ag,CRFR2-BP ag
Cc1ccccc1-c1n[nH]c(=S)n1C,-6,13,4,-2,-2,7,-2,0,-0.6
O=C(Nc1ccc(F)cc1)c1ccc(Br)c(S(=O)(=O)N2CCOCC2)c1,6,-22,-9,7,-6,-1,-12,21,1.6
CCn1c(COc2ccccc2C)nnc1SCC(=O)NCc1ccccc1,2,-6,-4,1,-1,-3,3,2,-0.4
CCOc1ccc(CCNC(=O)CS(=O)Cc2nc(-c3ccccc3Cl)oc2C)cc1OCC (configuration not stated),6,-9,-2,-3,-9,8,7,3,-2.3
O=C(Nc1cccn(Cc2c(Cl)cccc2Cl)c1=O)c1ccccc1Cl,2,17,-4,-4,-31,-2,4,-1,-1.4
CCCCc1ccc(C2C3=C(CC(C)(C)CC3=O)NC3=C2C(=O)c2ccccc23)cc1 (configuration not stated),-2,-21,-2,2,-5,6,4,2,0.0
CCCCOc1ccc(C(O)C(CN2CCOCC2)c2ccccc2)cc1 (configuration not stated),7,-12,-2,-11,-9,3,4,2,-0.4
NC(=O)C1CCN(C(=O)c2cc(S(=O)(=O)N3CCOCC3)ccc2Cl)CC1,2,7,-3,2,-21,-6,10,1,13
O=C(Oc1ccc(N(Cc2cccs2)C2=NS(=O)(=O)c3ccccc32)cc1)c1ccccc1F,-2,-3,-2,0,10,0,-9,0,1.4
CCCCn1c(SCC(=O)N(C)C2CCS(=O)(=O)C2)nc2cc(S(N)(=O)=O)ccc21 (configuration not stated),-3,14,0,-2,-7,3,11,1,3.0
CCCCCCCn1c(=N)n(CC(O)c2ccco2)c2ccccc21 (configuration not stated),1,-39,-5,-1,-7,-2,-8,7,-1.9
CN(c1ccccc1)S(=O)(=O)c1ccc(C(=O)Nc2cccc(S(=O)(=O)N3CCOCC3)c2)cc1,14,-7,-10,4,14,-16,-12,14,1.2
O=C(NCc1ccc(F)cc1)C1CCC(=O)N1CCc1ccccc1 (configuration not stated),1,10,-1,2,-8,9,2,0,-0.3
CC1CC1C(=O)OCC(=O)NCc1ccc(Cl)cc1 (configuration not stated),1,-7,2,-2,2,11,1,0,-1.1
NCCCn1c(C(=O)c2ccc(Cl)cc2)c2ccc([N+](=O)[O-])cc2[n+]1[O-],4,2,0,-1,-2,-2,5,0,-2.0
CC(C)(C)n1ncc2c(=O)n(CC(=O)NCc3ccco3)cnc21,2,5,2,1,1,7,9,0,-2.1
CCN(CC)CCn1c(NS(=O)(=O)c2ccc(Cl)cc2)nc2ccccc21,-2,2,3,-7,0,-8,-5,1,-0.8
COc1ccc(NC(=O)CN(C)CC(=O)NCc2ccc(C)cc2)cc1,9,4,-4,1,3,-2,5,0,-1.5
CCN(CC)S(=O)(=O)c1ccc(N/N=C/c2ccc(OC)c(OC)c2OC)nc1,5,10,0,-2,-9,5,15,1,-6.3
C[C@H](CO)N1C[C@H](C)[C@@H](CN(C)S(C)(=O)=O)OCc2cnnn2CCCC1=O,-6,2,3,0,-1,6,0,2,3.2
COC(=O)c1ccc(N2CCN(C(=O)C3CC3)CC2)c([N+](=O)[O-])c1,4,4,-5,1,-4,6,-6,2,-0.4
CC(C(=O)Nc1ccc(S(=O)(=O)N2CCCC2)cc1)N(C)CC(=O)Nc1cccc(F)c1 (configuration not stated),12,-13,-4,3,0,-4,6,9,-0.5
CC(=O)O/N=C(/c1nonc1N)N(C)C,17,-3,-10,1,13,-2,-6,9,-0.7
CC(=O)c1ccc(N2CCN(CC(=O)Nc3ccccc3N3CCOCC3)CC2)cc1,2,21,4,0,-22,6,-4,7,-3.0
O=C(Nc1cccnc1)c1ccc2nc(-c3ccccc3)c(-c3ccccc3)nc2c1,8,-21,-16,4,-5,2,-5,10,-3.1

# An excerpt from above in order of the CRFR2-BP antag value, ascending.
SMILES,M5 antag,CRFR2-BP antag,M5 PAM,CHRM5 agonist,CHRM4 antagonist,M1 PAM,M4 PAM,M4 ag,CRFR2-BP ag
CCCCc1ccc(C2C3=C(CC(C)(C)CC3=O)NC3=C2C(=O)c2ccccc23)cc1 (configuration not stated),-2,-21,-2,2,-5,6,4,2,0.0
CCN(CC)S(=O)(=O)c1ccc(N/N=C/c2ccc(OC)c(OC)c2OC)nc1,5,10,0,-2,-9,5,15,1,-6.3
CC(=O)c1ccc(N2CCN(CC(=O)Nc3ccccc3N3CCOCC3)CC2)cc1,2,21,4,0,-22,6,-4,7,-3.0

# Later entries:
SMILES,M5 antag,CRFR2-BP antag,M5 PAM,CHRM5 agonist,CHRM4 antagonist,M1 PAM,M4 PAM,M4 ag,CRFR2-BP ag
C=CCN(c1ccccc1)S(=O)(=O)c1cccc(C(=O)NCc2ccco2)c1,-3,10,-5,-3,-6,0,-1,1,-0.2
COC(=O)c1cc2ccsc2n1Cc1nc(-c2cccc(Cl)c2)oc1C,2,-16,-6,0,-21,15,4,1,3.2
CCOC(=O)c1cnn(-c2ccccc2)c1-c1ccncc1,11,1,-5,-1,1,-4,5,1,-2.6
O=C1CN(CC(=O)NC(=O)NCc2ccccc2)CCN1,-14,-2,8,0,8,7,1,0,6.3
COc1ccc(-c2nc(CS(=O)CC(=O)N3CCCC3)c(C)o2)cc1 (configuration not stated),-6,10,3,1,-3,0,-2,1,-0.4
Cc1ccc2c(CC(=O)NC3CCCc4ccccc43)coc2c1 (configuration not stated),-1,20,0,-4,-7,2,0,-2,-5.9
Cc1cccc(C)c1NC(=O)CSC(=O)c1sc2ccccc2c1Cl,5,15,3,5,6,6,-5,0,-1.4
OCCN(/C=N/c1nc(-c2ccc(Br)cc2)cs1)CCO,2,21,1,-4,7,7,0,-2,-7.4
O=C(Nc1cccc(O)c1)c1c(O)c2ccccc2[nH]c1=O,-12,-15,1,6,14,5,1,1,-3.1
CCC1(c2ccc(F)cc2)NC(=O)N(CC(=O)Nc2ccc(C)c(S(=O)(=O)N3CCOCC3)c2)C1=O (configuration not stated),9,-17,4,-5,6,3,-7,2,0.7
COc1ccccc1NC(=O)CSc1nnc(C2CCCCC2)n1C,0,5,6,2,-10,3,5,1,-0.6
CCC1Oc2ccc(C)cc2N(CC(=O)N(Cc2ccc(C)o2)C2CC(C)(C)NC(C)(C)C2)C1=O (configuration not stated),1,-12,-8,-12,5,-10,-11,1,-0.6
CCN(CC)c1ccc(/C=N/Nc2nn[nH]n2)cc1,-11,-1,19*,2,-5,19,0,0,-4.4
O=C(O)c1ccc(Nc2nc3ccccc3nc2NS(=O)(=O)c2ccc(F)cc2)cc1,-8,13,3,-2,-24,4,8,6,1.9
CC1(C(=O)NS(=O)(=O)c2cccc(C#N)c2)CCN1C(=O)C1(c2ccc(Cl)cc2)CC1 (configuration not stated),8,/,-2,0,2,0,-4,0,/
Cc1ccc(S(=O)(=O)c2nc(Cc3ccccc3)oc2N2CCOCC2)cc1,3,-4,-3,3,-1,7,8,0,-0.1
Cc1ccc(S(=O)(=O)N2C[C@H]3C(=O)C[C@@H](c4ccccc4F)N(S(=O)(=O)c4ccc(C)cc4)[C@H]3C[C@H]2c2ccccc2F)cc1,-10,/,14,2,-15,18,5,3,/
Oc1ccc(CCNc2ncnc3ccc(Cl)cc23)cc1,24,6,-19,13,16,-22,-15,23,-1.0
COc1ccc(CN(CCC(c2ccccc2)c2ccc(OC(C)C)cc2)C(=O)CCl)cc1OC (configuration not stated),15,53*,-13,0,-7,0,-8,3,-0.5
Cc1cnc(C(=O)NCCc2ccc(Cl)cc2)cn1,13,-4,-14,-3,13,-7,-11,2,-1.8
CC(C)(C)OC(=O)CN1C(=O)NC2(CCCc3ccccc32)C1=O (configuration not stated),-5,13,7,3,-8,9,11,2,-2.6
COc1ccc(S(=O)(=O)N(C)C[C@H]2Oc3ccc(NC(=O)c4ccncc4)cc3C(=O)N([C@H](C)CO)C[C@@H]2C)cc1,-13,5,-3,-1,-15,-3,-2,0,3.9
C=CCn1c2ccccc2c2nnc(SCc3ccc4nonc4c3)nc21,0,7,-2,3,-4,-7,-10,2,0.6
NS(=O)(=O)c1ccc(NC(=O)CN2CCCN(S(=O)(=O)c3ccc(F)cc3)CC2)cc1,-4,0,5,3,0,9,-3,1,1.9
O=C(O)c1ccc2nc3c(nc2c1)-c1ccccc1C3=O,-10,-3,5,0,-3,13,0,0,0.7
# Next part:
SMILES,M5 antag,CRFR2-BP antag,M5 PAM,CHRM5 agonist,CHRM4 antagonist,M1 PAM,M4 PAM,M4 ag,CRFR2-BP ag
CCOC(=O)Cc1ccc(Nc2nc(NCc3cccs3)nc3ccsc23)cc1,17,/,-16,3,17,-18,-13,14,/
Cc1cccc(N(CC(O)CN2CCOCC2)S(=O)(=O)c2ccccc2)c1 (configuration not stated),1,-11,1,-4,-1,3,-1,1,-1.4
COc1ccccc1Nc1nc(NCCO)nc(N)c1[N+](=O)[O-],5,-48,-4,19,1,8,-1,6,-1.0
Cc1ccc(C)c(NS(=O)(=O)c2cc(C(=O)N3CCc4ccccc4C3)ccc2Cl)c1,6,22,-15,-3,0,-5,-2,6,-0.2
O=c1[nH]c(C2CCN(S(=O)(=O)c3cccc(Cl)c3)CC2)nc2c1nnn2Cc1ccccc1,6,15,-1,-3,96*,8,-18,0,1.1
CC12CCC(=O)C=C1C(F)CC1C2C(O)CC2(C)C1CCC2(O)C(=O)CO (configuration not stated),12,5,2,2,-4,15,1,1,4.8
O=C(Cn1cc2c(n1)CCCCC2)Nc1c(F)cc(F)cc1Br,-2,14,8,1,10,18,15,2,-1.7
NNC(=O)CN1C(c2ccccc2Br)=Nc2ccc(Br)cc2C1c1ccccc1 (configuration not stated),12,-20,-14,-4,7,-4,4,5,1.8
CSCCC(N=C1NS(=O)(=O)c2ccccc21)C(=O)NCc1ccccc1F (configuration not stated),23,-6,-13,2,-5,-7,-6,13,0.3
COc1ccc(C(=O)CC(c2ccccc2)C2C(=O)CCCC2=O)cc1 (configuration not stated),1,10,-3,0,1,-3,-1,1,-1.0
Cn1c(C(=O)N2CCCC(C(=O)NCCc3ccccc3)C2)cc2sccc21 (configuration not stated),1,3,-16,-5,-9,-25,-8,8,-0.1
Cc1cc(Nc2ccc(C(=O)O)cc2)nc(N)n1,6,15,4,2,-1,10,5,0,0.1
O=C(Nc1ccc(S(=O)(=O)Nc2ccc(Cl)cc2)cc1)C1CCCO1 (configuration not stated),5,-25,-15,14,9,-5,-13,20,-2.6
Cc1nccnc1Sc1ccccc1,-7,8,-1,0,-22,12,8,1,-1.4

# Compounds shown so far containing a COOH group (3):
SMILES,M5 antag,CRFR2-BP antag,M5 PAM,CHRM5 agonist,CHRM4 antagonist,M1 PAM,M4 PAM,M4 ag,CRFR2-BP ag
O=C(O)c1ccc(Nc2nc3ccccc3nc2NS(=O)(=O)c2ccc(F)cc2)cc1,-8,13,3,-2,-24,4,8,6,1.9
O=C(O)c1ccc2nc3c(nc2c1)-c1ccccc1C3=O,-10,-3,5,0,-3,13,0,0,0.7
Cc1cc(Nc2ccc(C(=O)O)cc2)nc(N)n1,6,15,4,2,-1,10,5,0,0.1

# Bioassay records deposited in PubChem BioAssay by several laboratories.
